High-throughput results as filed in PubChem.
M4 antag – human M4 muscarinic receptor antagonists, primary screen, CHO cells, Fluo-8 calcium fluorescence; Muscarinic acetylcholine receptor M4 (Homo sapiens), P08173; CHO-hM4 cells, ACh EC80; inhibition, % at 3 µM; 0.73% of 360,000 active; AID 624125, 2012;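 active = inhibition above its plate's cutoff, the mean inhibition of sample wells plus 3 SD, cut at about 27% in these data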;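 also: 0% = acetylcholine EC80 with DMSO and 100% = DMSO without agonist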
CRFR2-BP antag – antagonists of CRF-BP/CRF-R2 complex, primary screen, cell-based, HEK293, calcium dye fluorescence, uHTS. CRF-induced calcium fluorescence. inhibition, % at 11.8 µM. 0.59% of 350,000 active;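 active = inhibition of the ligand-induced calcium signal above about 50% at the single tested concentration, limit read from the data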
CHRM1 PAM – human M1 muscarinic receptor positive allosteric modulators, primary screen, CHO-K1 cells, Fluo-8 calcium fluorescence, 1536-well. Muscarinic acetylcholine receptor M1 (Homo sapiens), P11229. CHO-K1 hM1, ACh EC20; 0% = ACh EC20, 100% = maximal ACh. activation, % at 3 µM. 0.088% of 360,000 active; in the data active = activation above about 19%, passing the limit was not always enough
M5 PAM – human M5 muscarinic receptor positive allosteric modulators, primary screen, CHO-K1 cells, Fluo-8 calcium fluorescence; Muscarinic acetylcholine receptor M5 (Homo sapiens), P08912; CHO-K1 hM5, ACh EC20 PAM; 0% = ACh EC20, 100% = ACh EC100; activation, % at 3 µM; 0.3% of 360,000 active; AID 624038, 2012;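 active = activation above the run cutoff, the mean activation of all test compounds plus 3 SD, cut at about 18% in these data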
Target sequence (P08912 whole entry, looked up): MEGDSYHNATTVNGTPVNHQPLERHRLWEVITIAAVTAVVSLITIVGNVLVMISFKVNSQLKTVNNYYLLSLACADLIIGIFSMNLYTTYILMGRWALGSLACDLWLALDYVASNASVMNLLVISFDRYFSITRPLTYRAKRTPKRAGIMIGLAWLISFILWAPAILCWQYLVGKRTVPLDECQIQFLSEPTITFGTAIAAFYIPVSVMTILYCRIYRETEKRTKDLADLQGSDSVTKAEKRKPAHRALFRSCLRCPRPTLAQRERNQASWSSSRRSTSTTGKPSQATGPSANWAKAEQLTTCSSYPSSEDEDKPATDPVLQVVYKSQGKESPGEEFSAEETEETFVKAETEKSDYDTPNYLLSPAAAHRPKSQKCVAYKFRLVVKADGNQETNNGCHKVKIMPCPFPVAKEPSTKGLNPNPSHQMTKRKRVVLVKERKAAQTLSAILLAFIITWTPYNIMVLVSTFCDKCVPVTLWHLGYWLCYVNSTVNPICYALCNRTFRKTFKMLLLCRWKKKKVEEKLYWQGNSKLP
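System: CHO-K1 hM5 cells. Reagent: acetylcholine, EC20 level. Compound dosing: single dose, 3 µM nominal final test concentration. Timing: Post-acetylcholine fluorescence recording 140 s. Detection: Fluo-8 calcium fluorescence. Read-out: % activation, ACh-normalized. Benchmarks: ACh EC20 and EC100 wells. Repeats: singlicate, one well per test compound.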
CHRM4 agonist – human M4 muscarinic receptor agonists, primary screen, CHO-K1 cells, Fluo-8 calcium fluorescence | activation, % at 3 µM | AID 624127, 2012 | 0.14% of 360,000 active | CHO-K1 hM4/Gqi5; vehicle 0%, full acetylcholine response 100%;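 active = activation above the run mean over all test wells plus 3 SD, cut at about 32% in these data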;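 also: peak over basal fluorescence ratio per well then scaled between controls; 0% = DMSO wells and 100% = acetylcholine at EC100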
CHRM5 antagonist – human M5 muscarinic receptor antagonists, primary screen, CHO cells, Fluo-8 calcium fluorescence; 0.59% of 360,000 active; inhibition, % at 3 µM; Muscarinic acetylcholine receptor M5 (Homo sapiens), P08912; CHO-hM5 cells, ACh EC80;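 active = inhibition above a per-plate cutoff, the mean of that plate's test compounds plus 3 SD, cut at about 27% in these data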;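 also: 0% = acetylcholine EC80 with DMSO and 100% = DMSO without agonist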
M4 PAM – human M4 muscarinic receptor positive allosteric modulators, primary screen, CHO-K1 cells, Fluo-8 calcium fluorescence; AID 624126, 2012; Muscarinic acetylcholine receptor M4 (Homo sapiens), P08173; CHO-K1 hM4/Gqi5, ACh EC20; 0% = ACh EC20, 100% = maximal ACh; 0.4% of 360,000 active; activation, % at 3 µM;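 active = activation above its plate's cutoff, the mean activation of sample wells plus 3 SD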; also: some results filed as inactive read as strong as hits
CRFBP-R2 agonist – agonists of CRF-BP/CRF-R2 complex, primary screen, cell-based, HEK293, calcium dye fluorescence, uHTS | CRF-binding protein / CRF receptor 2 complex (human) | calcium dye fluorescence (FLIPR); percent of saturating CRF peptide response | activation, % at 13.2 µM | 0.46% of 350,000 active;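 active = activation of at least 50%, plus an integration ratio under a set limit after plate pattern correction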;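 also: plate controls were neutral control wells without compound for no effect and CRF at EC100 for full effect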
M5 ag – human M5 muscarinic receptor agonists, primary screen, CHO-K1 cells, Fluo-8 calcium fluorescence; 0.19% of 360,000 active; Muscarinic acetylcholine receptor M5 (Homo sapiens), P08912; activation, % at 3 µM; CHO-K1 hM5 cells; 0% DMSO wells, 100% maximal acetylcholine response; AID 624037, 2012;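 active = activation above the run's mean over test compounds plus 3 SD, cut at about 23% in these data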;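 also: signal is peak over basal fluorescence ratio across the kinetic read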
* hit, by the source's call; / = no result given.

item	SMILES	M4 antag	CRFR2-BP antag	CHRM1 PAM	M5 PAM	CHRM4 agonist	CHRM5 antagonist	M4 PAM	CRFBP-R2 agonist	M5 ag
1	CCc1cccc(OCC(=O)Nc2cc(Cl)ccc2-n2cncn2)c1	-19	-8	6	-12	5	3	5	-0.5	-1
2	CC(/C=C/c1ccccc1)=N\NC(=O)Cn1nc(C)cc1C	-1	11	2	0	0	-3	4	0.3	0
3	CN(C)c1ccc(-c2ccnc3c2CC(C)(C(=O)Nc2ccc(Cl)cc2)O3)cc1 (configuration not stated)	-1	/	2	-2	-2	-5	-6	/	0
4	CC(C)CC(N)c1csc(Nc2cnccn2)n1 (configuration not stated)	-9	/	4	3	2	2	3	/	0
5	Cc1ccc(S(=O)(=O)N/N=C(\c2ccccc2)c2cccnc2)cc1	4	-24	7	-5	1	7	-3	0.4	0
6	Cc1ccc(S(=O)(=O)N(C)C[C@H]2Oc3c(NC(=O)Nc4cccc5ccccc45)cccc3C(=O)N([C@@H](C)CO)C[C@@H]2C)cc1	-4	-11	-4	-5	12	2	-8	-1.3	1
7	COc1cc(C2NC(=O)NC(C)=C2C(=O)OC(C)(C)C)ccc1OCC(N)=O (configuration not stated)	20	-16	5	-1	2	-4	1	0.1	-4
8	O=C(NCCC(=O)N(Cc1ccco1)Cc1cccs1)c1ccccc1Cl	-1	0	6	-17	5	7	3	1.1	2
9	CCN(CC)c1ccc(NC(=O)CN2C(=O)NC3(CCc4ccccc43)C2=O)cc1 (configuration not stated)	-3	-13	0	-3	2	-3	7	1.0	3
10	Cc1oc2c(CN3CCCC3)c(O)ccc2c(=O)c1Oc1ccccc1Br	0	4	4	-3	0	-6	-2	-0.2	-7
11	CC(C)(C)n1ncc2c(=O)n(CC(=O)NC3CCCCC3)cnc21	0	8	1	-2	0	4	-1	-1.4	2
12	O=C(O)c1cccc(-c2csc(C(O)c3cccc(Cl)c3)n2)c1 (configuration not stated)	3	/	3	4	1	-8	6	/	0
13	O=C1Nc2ccccc2C1Cc1ccccn1 (configuration not stated)	-6	27	13	5	1	6	7	0.8	-2
14	CCOC(=O)C(NCCOC)(NC(C)=O)C(F)(F)F (configuration not stated)	-8	5	6	-2	2	9	7	1.9	2
15	Cc1cc(-c2ccc(C)c(S(=O)(=O)N3CCN(C(=O)c4ccco4)CC3)c2)on1	-8	-4	3	-3	7	-3	0	-1.0	-1
16	COC(=O)C1CCN(C(=O)Nc2ccccc2)CC1	11	-13	13	-1	0	6	-1	-1.5	0
17	CC(C)NC(=O)CC1(C(=O)NCc2ccc(Cl)cc2)CCCC1	-1	-23	15	-1	1	8	12	1.2	-2
18	CCOc1ccc(C(=O)Nc2cc(OC)ccc2OC)cc1	-9	9	11	2	-1	-12	7	-1.5	-3
19	O=C(c1ccco1)N1CCC(c2nc3c(nnn3Cc3ccccc3Cl)c(=O)[nH]2)CC1	-3	-7	4	-3	0	-1	-2	0.7	3
20	Cc1ccc(NC(=O)c2cc(-c3cccc(O)c3)on2)cc1C	-10	49	0	-5	3	2	5	2.6	1
21	O=C(Nc1ccnc(-c2ccncc2)n1)C1CC1	-7	7	7	-5	2	6	11	-0.2	-1
22	CCn1c(SCC(=O)N(C)Cc2ccc(OC)c(F)c2)nc2cc(S(N)(=O)=O)ccc21	0	0	13	0	2	10	-6	-0.1	-3
23	CC(C)(C)n1nc2c(c1NC(=O)c1ccccc1)CS(=O)(=O)C2	0	-1	6	3	2	2	-3	-0.9	-1
24	Cc1onc(-c2ccccc2)c1C(=O)N1CCOC12CCN(c1cccc(F)n1)CC2	3	-21	5	2	2	3	-5	-4.9	-3
25	CCCNC(=O)C(=O)NCC1CCCN1CC (configuration not stated)	9	1	4	6	1	1	-1	-1.3	-4
26	O=C(/C=C/c1ccccc1)Nc1cccc(C(=O)O)c1	4	14	5	-1	1	2	-4	2.0	-1
27	O=C(CN1C2CCC1CC(NC(=O)Nc1ccccc1)C2)NCc1ccco1 (configuration not stated)	-7	7	10	6	1	1	8	-1.0	-2
28	CC1(C)Cc2cccc(C(=O)Nc3ccncc3)c2O1	3	-10	-4	10	4	-3	-9	-0.2	-9
29	Cc1cc(C)nc(-n2ncc3c2CC(c2cccc(Cl)c2)CC3=O)n1 (configuration not stated)	6	-15	4	-2	5	8	12	0.5	0
30	CN(C)c1ccc(CNc2ncnc3sccc23)cc1	11	-3	-6	-11	11	16	-19	-0.7	-1
31	CCOc1ccc(N2CC(C(=O)OC)CC2=O)cc1 (configuration not stated)	6	0	-4	1	1	3	-2	0.0	-1
32	CC1(C)CC(=O)C=C(c2cccc(Br)c2)C1	6	-5	6	2	0	12	0	0.4	-3
33	CNC(=O)c1nn(-c2ccc(C)cc2)ccc1=O	1	-1	-2	3	-1	5	2	-0.5	-5
34	C=CCC1=C/C(=C\c2c(N)n3nc(CC(=O)N4CCOCC4)sc3nc2=O)C=C(OC)C1=O	-3	-66	3	0	5	3	6	83*	2
35	COc1ccc(CN(C)CCCn2cnc(C(=O)Nc3ccc(C)c(C)c3)n2)cc1OC	-5	-25	11	2	1	1	4	1.6	0
36	CC(C)n1c(-c2ccco2)csc1=Nc1cccnc1	4	8	-2	-4	4	-2	-9	1.2	-5
37	CN(C)/C=C/C(=O)c1ccn(S(=O)(=O)c2ccccc2)c1	6	-1	1	-4	2	9	-3	1.9	-2
38	O=C(CNCc1ccc(F)cc1)Nc1ccccc1-c1ccccc1	16	-15	-8	-11	0	2	-14	-1.9	-1
39	COc1ccccc1C(=O)Nc1ccc2c(C)cc(=O)oc2c1	-4	-25	3	-4	0	-1	-1	2.5	-2
40	CCCCNc1nc2c(S(=O)(=O)c3ccccc3)nnn2c2ccccc12	-12	-15	-2	-12	13	4	-1	3.6	3
41	COc1ccc(OC)c(C2C(C(N)=O)=C(C)Nc3nc(CCCO)nn32)c1 (configuration not stated)	1	2	-10	-3	-1	4	-4	2.7	1
42	CCC(=O)Nc1ccc(C(=O)NNC(=O)COc2cc(C)ccc2C)cc1	12	11	-4	-5	2	2	-2	-0.6	-1
43	CCC(c1nnc(SCC(=O)Nc2cc(S(C)(=O)=O)ccc2Cl)n1Cc1ccccc1)N(C)C (configuration not stated)	-15	9	7	-2	1	8	6	2.1	-4
44	CCn1c(SCC(=O)Nc2ccc(F)cc2)nnc1-c1cnccn1	4	-1	2	-5	0	16	-8	-0.4	-2
45	O=C(C1CC1)N1CCc2cc(Br)cc(S(=O)(=O)NCCN3CCOCC3)c21	6	-3	11	2	0	-2	1	-1.2	-1

An excerpt from above, showing only M5 ag and CHRM4 agonist:
| No. | Molecule | M5 ag | CHRM4 agonist |
| --- | --- | --- | --- |
| 32 | CC1(C)CC(=O)C=C(c2cccc(Br)c2)C1 | -3 | 0 |
| 42 | CCC(=O)Nc1ccc(C(=O)NNC(=O)COc2cc(C)ccc2C)cc1 | -1 | 2 |

More results.
item	SMILES	M4 antag	CRFR2-BP antag	CHRM1 PAM	M5 PAM	CHRM4 agonist	CHRM5 antagonist	M4 PAM	CRFBP-R2 agonist	M5 ag
46	COc1ccc(CCNC(=O)C/C(C)=N/NC(=O)C(c2ccccc2)c2ccccc2)cc1OC	2	2	-10	-18	5	19	-20	-4.0	-1
47	CC(CCc1ccccc1)NC(=O)CC(C)c1ccccc1 (configuration not stated)	10	11	6	5	-1	1	1	0.8	-4
48	COc1cc(NC(=O)/C=C/c2ccccc2[N+](=O)[O-])cc(OC)c1	1	8	5	5	1	-8	-1	-3.2	-1
49	CC(C)c1ccc(/C=N/n2c(COc3ccccc3)n[nH]c2=S)cc1	0	10	0	-7	-1	5	3	-0.8	-4
50	FC(F)(F)c1cc(-c2ccco2)nc(NCc2cccnc2)n1	7	19	0	-11	0	-1	-5	-4.2	-5
51	CCCCC(OC(=O)CN1C(=O)COc2ccccc21)C(=O)NC1CCCCC1 (configuration not stated)	-30	-6	6	-1	2	-8	0	-0.9	-4
52	O=C(Nc1nccs1)c1cc(-c2ccccn2)nc2c(Cl)cccc12	-2	1	-2	6	1	-13	2	-0.9	1
53	COc1ccc(/C=C/C(=O)Nc2ccc(-n3nncc3-c3ccc(OC)c(OC)c3)cc2)cc1OC	0	4	5	-10	4	9	2	-0.7	0
54	O=C(CSc1nnc(-c2ccccc2)o1)N1CCc2ccccc2C1	0	-2	8	-3	0	1	5	-0.6	-1
55	Cc1occc1C(=O)NCCCc1ccccc1	-3	-26	2	-4	0	2	-1	0.8	-2
56	N#CC1(C#N)CC(C=O)=C(N)C1(C#N)CC(=O)C12CC3CC(CC(C3)C1)C2 (configuration not stated)	3	-42	10	-2	3	0	0	-1.9	0
57	O=C(CCC(=O)OCc1cccc(C(=O)Oc2ccccc2)c1)Nc1cccc2ccccc12	-13	11	-3	-2	8	-1	2	-0.6	0
58	CN(C)c1ccc(C=Cc2ccnc3ccccc23)cc1N	0	/	-12	-11	13	9	1	/	3
59	Cc1cc(OCCOCCN(C)C)ccc1Cl	-8	11	4	-4	2	9	5	3.2	-1
60	Cc1nc(Cl)c(C(=O)NC(=O)NCc2ccccc2)c(C)c1Cl	-13	-28	8	9	-1	-7	13	-1.3	-2
